Assay outcomes deposited in PubChem by National Center for Advancing Translational Sciences (NCATS).
TRHR PAM: allosteric enhancers of human TRH receptor; P34981; TRHR cells, fluo-8 calcium fluorescence, EC20 TRH enhancement; enhancement, % at 2 µM; actives 0.66% (n = 360,000); in the data active = enhancement above about 30%; note: 0% is about no effect
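Enhancer read-out: after compound pinning and an initial kinetic agonist-mode read, an EC20 of TRH (10 nM final) was injected and fluo-8 calcium signal (Ex 480/Em 530) followed at 1 s/cycle for 100 cycles in TRHR-expressing cells.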
D2 antag: D2 dopamine receptor (human) antagonism; P14416; HEK293 TREx D2 cells, calcium flux, dopamine EC80; inhibition, % at 10 µM; actives 2% (n = 340,000); AID 485344; in the data active = inhibition above about 30%; note: 0% is about no effect
Target sequence (P14416 whole entry, looked up): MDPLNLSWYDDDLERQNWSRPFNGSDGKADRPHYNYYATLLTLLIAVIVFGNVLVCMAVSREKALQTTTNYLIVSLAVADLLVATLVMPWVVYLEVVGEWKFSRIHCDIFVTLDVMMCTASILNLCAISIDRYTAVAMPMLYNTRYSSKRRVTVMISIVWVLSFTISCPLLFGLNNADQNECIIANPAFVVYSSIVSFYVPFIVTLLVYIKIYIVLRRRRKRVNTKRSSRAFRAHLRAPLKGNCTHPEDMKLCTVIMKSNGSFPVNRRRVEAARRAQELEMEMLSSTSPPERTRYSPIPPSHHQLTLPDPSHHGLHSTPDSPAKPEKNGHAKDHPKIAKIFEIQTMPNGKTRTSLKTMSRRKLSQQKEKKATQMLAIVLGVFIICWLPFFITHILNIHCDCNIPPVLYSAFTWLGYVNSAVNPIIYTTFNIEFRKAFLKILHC
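Overnight-induced (tetracycline, 30 C) HEK293 T-REx cells carrying force-coupled D2 receive a no-wash calcium dye, then compound, then EC80 dopamine at 180 s; signals are read kinetically throughout.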
D2 ag: D2 dopamine receptor (human) agonism. HEK293 T-REx D2 cells, calcium flux agonist mode. activation, % at 2 µM. actives 0.53% (n = 340,000). AID 485358;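 active = activation over 3 SD above normal in the single-dose calcium agonist read, cut at about 30% in these data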; note: 0% is about no effect
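Agonism scored from kinetic calcium signal (1 read/sec, 180 s) following compound pin transfer, after a 10 s baseline. Cells: HEK293 Trex line expressing inducible D2 receptor coupled to calcium, dye-loaded after overnight culture at 30 C.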
TRHR agonist: TRH receptor (human) agonism; P34981; TRHR cells, calcium flux fluo-8, FDSS agonist mode; activation, % at 2 µM; actives 0.18% (n = 360,000); AID 493084; note: 0% is about no effect
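Read-out: compound-evoked intracellular calcium rise in TRHR cells, fluo-8 dye, kinetic FDSS fluorescence at 1 s/cycle following a 10-cycle baseline. Cells cultured overnight before dye loading (30 min–1.5 h, RT).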
D2 PAM: D2 dopamine receptor (human) potentiation | actives 0.34% (n = 340,000) | HEK293 T-REx D2, calcium flux, EC20 dopamine potentiation | P14416 | potentiation, % at 10 µM;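 active = potentiation over 3 SD above the plate norm, cut at about 30% in these data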; note: 0% is about no effect
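Calcium flux readout, no-wash dye, 1 read/s. Inducible HEK293 Trex D2 line, overnight 30 C. Compound alone 180 s (agonist flags), then EC20 dopamine, another 180 s to score potentiation.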
D1 antagonist: antagonists of human D1 dopamine receptor; actives 3.2% (n = 360,000); activity change, negative = inhibition, % at 10 µM; AID 504652; HEK293 TREx D1 cells, calcium flux, dopamine EC80; hits give low values; P21728; in the data active = activity change below about -30%; note: % is set by controls: 0 for no effect and ±100 for the full control effect
Target sequence (P21728 whole entry, looked up): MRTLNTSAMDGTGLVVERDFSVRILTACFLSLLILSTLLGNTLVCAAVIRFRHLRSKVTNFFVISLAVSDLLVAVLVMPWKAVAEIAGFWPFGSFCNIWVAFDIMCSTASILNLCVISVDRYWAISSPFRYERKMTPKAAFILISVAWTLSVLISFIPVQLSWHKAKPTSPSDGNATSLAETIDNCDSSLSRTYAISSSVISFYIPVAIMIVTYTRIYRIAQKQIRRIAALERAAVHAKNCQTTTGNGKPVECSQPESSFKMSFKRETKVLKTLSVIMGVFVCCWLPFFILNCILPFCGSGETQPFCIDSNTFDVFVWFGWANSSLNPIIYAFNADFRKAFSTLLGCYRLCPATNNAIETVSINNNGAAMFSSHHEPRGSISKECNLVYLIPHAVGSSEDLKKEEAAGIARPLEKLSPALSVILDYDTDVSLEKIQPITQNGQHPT
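Kinetic fluorescence of a calcium dye serves as the read-out. D1-expressing Hek293 Trex cells, induced overnight at 30 C, are exposed to compound for 180 s before an EC80 dopamine addition, then read 180 s further.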
D1 potentiator: enhances dopamine response at the human D1 receptor; HEK293 TREx D1 cells, calcium flux, dopamine EC20 potentiation; potentiation, % at 10 µM; P21728; actives 0.036% (n = 360,000); AID 504651; in the data active = potentiation above about 30%; note: 0% is about no effect
D1 agonist: human D1 receptor agonism | HEK293 T-REx D1 cells, calcium flux, agonist mode | activation, % at 2 µM | actives 1% (n = 360,000); note: 0% is about no effect
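Agonism was scored from calcium flux recorded over 180 s (1 read/s) after pintool compound addition, following a 10-cycle baseline. Cells were inducible force-coupled HEK293 TREx D1, plated overnight at 30 C and loaded with no-wash calcium dye.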
RXFP1 antag: RXFP1 (human) relaxin receptor antagonism; HEK293-RXFP1, relaxin-stimulated cAMP HTRF, 30 min; hits give low values; activity change, negative = inhibition, % at 57.5 µM; actives 0.59% (n = 350,000);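 active = activity change of -60% or lower, but not beyond a set lower limit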; note: % is set by controls: 0 for no effect and ±100 for the full control effect
An asterisk follows results filed as active; / = not tested or not shown. Cut-off read from the data, not from the text of the source, unless noted: active = activation above about 30%; inactive = the rest.

Start of the data: the first 9 entries, ahead of the listing:
SMILES	TRHR PAM	D2 antag	D2 ag	TRHR agonist	D2 PAM	D1 antagonist	D1 potentiator	D1 agonist	RXFP1 antag
COCCNC(=S)N1CCN(C)CC1	9	-8	2.1	0.2	-2	7	0	2	0
C=CCOc1ccc(/C(O)=C2/C(=O)C(=O)N(CCCn3ccnc3)C2c2ccco2)cc1 (stereo not drawn)	7	16	-0.4	0.5	-3	-15	10	-1	1
Cc1cc([N+](=O)[O-])ccc1NCc1cccc([N+](=O)[O-])c1	1	6	0.3	0.4	15	-4	-4	1	3
CC(C)Cn1c(S(=O)(=O)O)nc2ccccc21	3	-14	-2.2	-1.3	4	-10	1	5	-13
CCC1=Nc2cc(C(=O)NCCN3CCOCC3)ccc2Sc2ccc(Br)cc21	-1	4	-0.2	0.5	-15	-36*	-14	11	-22
CCOc1ccc(S(=O)(=O)NCCC(=O)N(C)CC(=O)Nc2ccc(OC)cc2)cc1	15	5	-0.2	0.1	-4	-43*	-11	2	-10
COc1ccc(C(C)=O)c(Oc2cc(NN3CCCCC3)c([N+](=O)[O-])cc2[N+](=O)[O-])c1	2	-21	-1.3	-0.1	1	4	-3	-1	/
Cc1ccc(S(=O)(=O)/N=C(/Nc2cccc3ccccc23)c2ccc(F)cc2)cc1	-9	14	0.7	-0.3	10	-11	-10	5	-27
CC(C)N(C(=O)COC(=O)CNS(=O)(=O)c1ccccc1F)c1ccccc1	-6	-12	0.0	1.0	3	11	-2	3	0

The whole of this part (from the top)
SMILES	TRHR PAM	D2 antag	D2 ag	TRHR agonist	D2 PAM	D1 antagonist	D1 potentiator	D1 agonist	RXFP1 antag
COCCNC(=S)N1CCN(C)CC1	9	-8	2.1	0.2	-2	7	0	2	0
C=CCOc1ccc(/C(O)=C2/C(=O)C(=O)N(CCCn3ccnc3)C2c2ccco2)cc1 (stereo not drawn)	7	16	-0.4	0.5	-3	-15	10	-1	1
Cc1cc([N+](=O)[O-])ccc1NCc1cccc([N+](=O)[O-])c1	1	6	0.3	0.4	15	-4	-4	1	3
CC(C)Cn1c(S(=O)(=O)O)nc2ccccc21	3	-14	-2.2	-1.3	4	-10	1	5	-13
CCC1=Nc2cc(C(=O)NCCN3CCOCC3)ccc2Sc2ccc(Br)cc21	-1	4	-0.2	0.5	-15	-36*	-14	11	-22
CCOc1ccc(S(=O)(=O)NCCC(=O)N(C)CC(=O)Nc2ccc(OC)cc2)cc1	15	5	-0.2	0.1	-4	-43*	-11	2	-10
COc1ccc(C(C)=O)c(Oc2cc(NN3CCCCC3)c([N+](=O)[O-])cc2[N+](=O)[O-])c1	2	-21	-1.3	-0.1	1	4	-3	-1	/
Cc1ccc(S(=O)(=O)/N=C(/Nc2cccc3ccccc23)c2ccc(F)cc2)cc1	-9	14	0.7	-0.3	10	-11	-10	5	-27
CC(C)N(C(=O)COC(=O)CNS(=O)(=O)c1ccccc1F)c1ccccc1	-6	-12	0.0	1.0	3	11	-2	3	0
O=c1ccc2cc(S(=O)(=O)N3CCN(c4ccccc4F)CC3)ccc2[nH]1	1	16	0.4	-0.6	-6	-34*	-10	12	-2
Cc1cc([N+](=O)[O-])nn1CC(=O)Nc1cnc2ccccc2c1	2	-3	0.0	0.2	/	6	-2	3	5
Fc1ccc(-n2ncc3c(Nc4cccc(Cl)c4)ncnc32)cc1	-1	/	0.2	0.0	3	-8	-3	4	-13
CCOC(=O)C1=C(C)Nc2nc(C)nn2C1c1cc(OC)ccc1OC (stereo not drawn)	-3	-13	0.4	0.3	0	1	-4	-2	0
O=C1[C@H]2[C@H]3[C@H](O)[C@H](O)C/C(=N\OC[C@@H](O)COCc4ccco4)[C@@H]3CC[C@H]2C(=O)N1c1ccc(F)cc1F	0	-2	-0.4	0.7	-4	-22	-3	0	/
CCOc1ccccc1-c1nc(SCC(=O)O)n[nH]1	9	1	0.2	1.3	-5	2	-1	2	3
CCn1c(NC(=O)c2ccccc2)c(-c2cccs2)c(=O)c2ccccc21	2	-4	0.1	-0.1	17	-4	-6	6	16
Cc1ccc(S(N)(=O)=O)c(C)c1-n1cnnn1	2	-17	0.4	0.9	-5	3	-2	1	-4
CC(C)CCn1cnc2c(sc3nc4c(cc32)CSC(C)(C)C4)c1=O	-1	-2	0.0	1.1	15	-3	12	0	7
Cc1ccc(C)c(OCCC(=O)OC(C)C(=O)Nc2c(C)n(C)n(-c3ccccc3)c2=O)c1 (stereo not drawn)	-3	6	-0.4	-1.0	4	6	-2	0	-2
Cc1cccc(-n2c(Cc3cc(=O)[nH]c(=O)[nH]3)nnc2SCC(=O)Nc2cccc(C(F)(F)F)c2)c1	1	37*	-0.5	0.0	-14	14	-5	-2	1
CN(CCn1ccnc1)Cc1cn(Cc2ccccc2)nc1-c1ccc2c(c1)OCO2	-12	7	-1.1	0.1	-4	2	-1	0	-3
COc1ccc(NC(=O)CS(=O)(=O)c2ccccc2)cc1	-4	-7	-0.7	0.1	1	3	-3	0	17
Cc1ccccc1OCC(O)CN1C(=O)c2ccccc2C1=O (stereo not drawn)	-2	-15	0.3	-0.3	10	5	-1	2	1
COc1cc(NC(=O)Nc2ccccc2OC)c(OC)cc1NC(=O)CN1CCCCC1	4	-20	-0.8	-0.6	-5	-32*	-12	1	-9
CCOc1ccc(NC2=C(Cl)C(=O)N(C3CCCCC3)C2=O)cc1	3	-7	0.0	0.1	7	-10	-4	2	-6

Next entries.
SMILES	TRHR PAM	D2 antag	D2 ag	TRHR agonist	D2 PAM	D1 antagonist	D1 potentiator	D1 agonist	RXFP1 antag
Nc1nc(CSc2ccccn2)nc(Nc2ccccc2)n1	6	-18	0.1	1.8	-7	-2	-3	1	-9
CCCCCCCCCSc1n[nH]c(N)n1	0	-13	0.0	0.8	-5	1	-2	1	3
O=c1n(Cc2ccc(Cl)cc2)nc2n1-c1ccccc1OC2	0	/	0.0	-1.1	-6	2	-2	0	/
COc1ccc(C2CC(=O)c3cc(OC)c(OC)cc32)cc1OC (stereo not drawn)	-2	-2	-1.2	-0.6	3	-22	7	6	-10
Cc1[nH]c2ccccc2c1C(=O)CSc1ncn[nH]1	-1	-6	0.0	0.3	-2	1	1	1	9
CCN(CC(=O)Nc1c(F)cccc1F)C(=O)CCNS(=O)(=O)c1ccc(C)c(C)c1	-10	/	/	0.3	1	-1	10	2	-2
Cc1ccc(-c2nc3ncccc3o2)cc1NC(=O)CC(C)C	-1	-15	-0.4	-0.2	13	-7	7	2	-10
CC(C)CNc1nc2c(c(=O)n(C)c(=O)n2C)n1Cc1cccc(Br)c1	-7	5	-0.3	-1.2	-3	5	-6	-3	-8
Cc1ccc(-c2csc3nnc(SCC(=O)N4CCN(Cc5ccccc5)CC4)n23)cc1	0	-1	0.1	0.2	2	15	-3	1	2
Cn1c(=O)c2ccccc2n(CC(=O)Nc2ccc3c(c2)OCCO3)c1=O	-3	0	0.5	1.5	-7	-4	-3	-2	-3
O=C(CC1N=C2c3ccccc3N=C(SCc3ccc(F)cc3)N2C1=O)NCCc1ccccc1 (stereo not drawn)	-1	/	0.6	-0.1	1	9	-4	2	-3
Cc1ccc2nc(N3CCN(C)CC3)c(C=O)c(=O)n2c1	6	-10	11	18	-1	5	-3	2	-8
CCOC(=O)n1c(=O)n(Cc2ccccc2Cl)c2ccccc21	-5	-11	1.4	-0.8	-1	8	-4	1	-19
Cc1ccc(SCC(=O)NC2CCCCCC2)cc1	-11	-8	0.1	1.1	-6	-3	-4	1	-20
CC(=O)c1cc(C)ccc1OC(=O)c1cccc2nc(C)oc12	-4	/	/	-2.0	/	1	-7	1	0
Cc1cc(NC(=O)Cn2nc(C(F)(F)F)c3c2CCCC3)no1	-1	-14	0.0	-0.9	25	12	4	2	-9
O=C(c1ccc(Cl)c(F)c1F)N1CCCC1	-4	8	0.4	0.3	5	-10	-1	0	18
C=C1CCN(C(C)C(=O)O)S(=O)(=O)c2ccccc21 (stereo not drawn)	0	8	-2.1	-0.5	-1	4	4	2	/
O=C(Nc1ccc(N2CCOCC2)cc1)c1cccc(S(=O)(=O)N2CCCCCC2)c1	14	-7	-0.5	-0.4	13	-15	-3	16	1
CCCNC(=O)C1CCN(S(=O)(=O)c2ccc3c(c2)OCCO3)CC1	4	4	0.4	-0.3	5	-5	5	1	1
Cc1ccc(NC(=O)COC(=O)c2cc(Cl)ccc2[N+](=O)[O-])cc1	-7	1	-0.5	-0.6	0	-17	2	0	2
CCC(Sc1ccccn1)C(=O)Nc1cccc([N+](=O)[O-])c1 (stereo not drawn)	-6	-7	-0.1	0.5	-15	15	-2	-1	-4
COc1ccc(NC(C)=O)cc1S(=O)(=O)N1CCN(C(=O)c2ccccc2F)CC1	8	4	0.8	0.0	5	12	-2	7	0
CCn1ncc(C2=NOC(C(=O)N3CCC(C(N)=O)CC3)C2)c1C (stereo not drawn)	12	-12	0.3	-0.8	8	0	-2	2	6
O=C(CNC(=O)c1ccco1)Nc1ccncc1	4	26	-0.2	0.8	3	-4	-1	1	-24

Following part
SMILES	TRHR PAM	D2 antag	D2 ag	TRHR agonist	D2 PAM	D1 antagonist	D1 potentiator	D1 agonist	RXFP1 antag
C/C(=N\NC(=S)NCCc1ccccc1)c1ccc(Cl)cc1	1	2	1.5	1.2	-1	58	13	6	20
Cc1nn2c3c(cnc2c1-c1ccc(Cl)cc1)C(=O)CC(c1ccc(C(C)C)cc1)C3 (stereo not drawn)	1	/	-0.4	0.9	10	4	-2	0	/
CCc1nc(N2CCN(C(=S)NCCCOC)CC2)c2c3c(sc2n1)CCCC3	4	-15	-1.3	-1.0	16	-9	-5	4	-2
O=C(CN1CCC(n2nnc3cc(C(F)(F)F)ccc32)CC1)NCc1cccs1	0	/	/	-0.6	/	3	-7	0	-14
CCCSC1=N/C(=C\c2ccc3c(c2)OCO3)C(=O)S1	-4	23	-0.4	1.0	2	12	3	14	14
Cc1nnc(NC(=O)CSc2nnc(C)n2Cc2ccccc2)s1	0	-19	0.2	-0.3	19	1	2	1	-1
CC(=O)Nc1ccc(S(=O)(=O)Nc2cccc(-c3csc(C)n3)c2)cc1	-3	-1	1.0	-0.6	0	-26	-4	1	-7
O=C(NC1CC1)c1nc2c(nnn2Cc2ccccc2Cl)c(=O)[nH]1	1	-12	0.6	0.6	5	4	-6	2	7
O=C(O)C1CC(=O)N(Cc2cccnc2)C1 (stereo not drawn)	5	22	1.0	0.0	0	2	-4	0	-9
Cc1ccc(Nc2ccccc2)cc1	0	40*	-0.5	-0.1	2	-11	-1	2	-7
CCOC(=O)N1CCN(C(=O)c2cc(Cl)c(Cl)cc2C(=O)O)CC1	-3	-8	1.2	0.0	5	-10	1	2	-9
CN1CCN(C(=O)c2cnn3c(C(F)F)cc(C4CC4)nc23)CC1	-2	-11	0.4	0.9	-16	-3	-4	2	1
COc1ccc(CNC(=O)C(=O)NCC(c2ccc3c(c2)OCO3)N2CCOCC2)cc1 (stereo not drawn)	-2	/	/	-0.3	5	0	1	0	0
O=C(Nc1cccc(Cl)c1)Nc1ccnc(-c2cccnc2)n1	2	2	-3.4	-0.5	2	0	8	3	6
CCOC(=O)CC1C(=O)NCCN1C(=S)NC(=O)c1ccccc1OC (stereo not drawn)	10	-9	0.6	0.2	15	-1	2	0	4

Compounds as they come, and some 7.3% of all compounds hit somewhere here.
